# Compound activity as filed in PubChem.
# Cycloheximide cs – counter-screen for Shiga toxin inhibitors: cycloheximide protein synthesis inhibition | actives 12% (n = 300,000) | max response, % | cell reporter, cycloheximide protein synthesis inhibition counterscreen | AID 2314; in the data active means max response mostly above about 13%, no sharp cut-off; inactive means mostly below about 14%; further: read at 38.3 µM for the half of the compounds with a filed dose; 0% is about no effect
# Giardia FBPA inh – inhibitors of Giardia lamblia fructose-1,6-bisphosphate aldolase. A8B2U2. purified Giardia FBPA. Potency, µM (series often up to 59.6 µM), inactives show at the highest dose activity, negative = inhibition, most hits filed as inhibitors. actives 0.71% (n = 290,000); further: potency means the concentration at half of the fitted maximal effect; on the % scale 0 is the no-effect control and ±100 the full control effect; nearly all actives have a fitted effect of over 55% in size
# Target sequence (A8B2U2 whole entry, looked up): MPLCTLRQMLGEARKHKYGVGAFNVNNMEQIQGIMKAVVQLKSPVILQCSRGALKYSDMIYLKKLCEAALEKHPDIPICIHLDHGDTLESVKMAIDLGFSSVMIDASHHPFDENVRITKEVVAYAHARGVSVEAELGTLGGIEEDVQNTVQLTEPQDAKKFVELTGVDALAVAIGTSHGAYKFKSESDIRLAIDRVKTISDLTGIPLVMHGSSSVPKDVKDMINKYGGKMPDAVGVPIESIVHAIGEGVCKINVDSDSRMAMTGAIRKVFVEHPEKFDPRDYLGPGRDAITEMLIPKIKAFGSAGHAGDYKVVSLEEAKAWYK
#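 Giardia FBPA (40 nM reagent) was preincubated 10 min at RT with compound (up to 57.5 uM final), then substrate plus GAPDH/TPI/NAD/arsenate coupling system with diaphorase/resazurin was added; resorufin fluorescence (525/598 nm) was read after 20 min.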
# Pf growth 96h – inhibits malaria parasite growth, 96 h; P. falciparum luciferase reporter growth, 96 h; Potency, µM (series often up to 28.7 µM), inactives show at the top dose activity change, negative = inhibition, actives largely listed as inhibitors; actives 6.9% (n = 320,000); AID 504834; further: potency means the concentration at half of the fitted maximal effect; on the % scale 0 is the no-effect control and ±100 the full control effect
#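 Delayed-death screen, second-generation endpoint: infected erythrocytes, 2% hematocrit, 0.05% parasitemia final; 96 hours at 37 C, 5% CO2; luciferase detection reagent; luminescence decrease equals reduced growth.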
# Pf growth 48h – inhibits P. falciparum growth in the first generation, 48 h; P. falciparum luciferase growth in erythrocytes, 48 h; Potency, µM (series often up to 28.7 µM), inactives show top-dose activity change, negative = inhibition, hits mostly inhibitors; actives 5.9% (n = 310,000); AID 504832; further: potency means the concentration at half of the fitted maximal effect; on the % scale 0 is the no-effect control and ±100 the full control effect
#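 Compounds are pin-transferred into medium, infected erythrocytes (2% hematocrit, 0.1% parasitemia final) are added, and plates sit one parasite generation at 37 C in 5% CO2. Detection reagent is then added and luminescence measured.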
# Sm TGR block – S. mansoni TGR enzyme inhibition; AID 485364; actives 3% (n = 360,000); Potency, µM (top dose mostly 114 µM), inactives show at the highest dose activity change, negative = inhibition, hits mostly inhibitors; purified TGR, DTNB reduction, TNB absorbance 405 nm; further: potency means the concentration at half of the fitted maximal effect; on the % scale 0 is the no-effect control and ±100 the full control effect; nearly all actives have a fitted effect of over 60% in size
#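 TGR 20 nM + NADPH 100 uM (dispensed conc.), cpd preinc 15 min RT; start with NADPH (500 uM addition) then DTNB (15 mM addition). Kinetic TNB absorbance, 405 nm filter. Four-parameter Hill fit across titration.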
# Shiga inhibitor – inhibitors of Shiga toxin in Vero cells; inhibition, % at 38.7 µM; Vero cells, Shiga toxin protein synthesis inhibition reporter; actives 9.2% (n = 290,000); AID 2315; in the data active means inhibition mostly above about 28%, no sharp cut-off; inactive means mostly below about 43%; further: 0% is about no effect
# The depositor's hits bear a star; ? = inconclusive; . = not tested or not shown; & = joins results of further samples; [ ] = remark or other dose. Unless noted, the call rests on the fitted dose curve; in most records, active means well fitted curve in the direction sought with a large enough effect; inconclusive means small, poorly fitted or top-dose-only effect, or another doubt; inactive means no such curve, though single readings can be large; an effect the other way counts as inactive or inconclusive.
1. Cc1ccc(-c2cc(C(F)F)nc(NCc3cccs3)n2)cc1
2. CC(Sc1nnnn1C)C(=O)Nc1cc(S(=O)(=O)N2CCCCC2)ccc1Cl (configuration not stated)
3. Cc1ccc(NC(=O)Cn2nc(-c3ccco3)ccc2=O)cc1Cl
4. CCOC(=O)c1sc(=NC(=O)c2cccc(Br)c2)n(C)c1C
5. COc1ccc(Cn2c(=O)[nH]c3cc(C(=O)N4CCN(c5ccc(C(C)=O)cc5)CC4)ccc3c2=O)cc1
6. COC(=O)C1=C(C)N(c2ccc(OC)c(OC)c2)C(=O)/C1=C\c1ccco1
7. Cc1cccc(NS(=O)(=O)c2ccc3c(c2)CCN3C(=O)CCC(=O)O)c1
8. Cc1cc(C)n(-c2cc(-n3nc(C)cc3C)ncn2)n1

entry no.,1,2,3,4,5,6,7,8
Cycloheximide cs,0,.,-1,20*,-1,6,-2,8
Giardia FBPA inh,-1%,.,-3%,.,1%,-3%,4%,-1%
Pf growth 96h,2.6µM*,?,?,90%[activator],12µM*,7%,1%,.
Pf growth 48h,11%,?,30%,109%[activator],-20%,?,4%[0.00184 µM],37%[activator]
Sm TGR block,1%,-19%,6.3µM*,2%,1%,16µM*,1%,0%
Shiga inhibitor,9,.,8,18,-8,-19,2,-3

9. CCCn1nnnc1SCC(=O)c1ccc2c(c1)OCCO2
10. COc1ccc(NC(=O)c2cccc(N3C(=O)C4C5CCC(C5)C4C3=O)c2)cc1 (configuration not stated)
11. CCOC(=O)c1c(N)sc2c(NC(C)=O)cccc12
12. CNC(C)(C)Cc1ccccc1
13. O=C(O)COCC(=O)Nc1ccc2c(c1)oc1ccccc12
14. CC(C)(C)c1ccc(C(=O)Oc2ccc3c(c2)OCC3=O)cc1
15. O=C(OCn1nnc2ccccc2c1=O)c1ccco1
16. CCNC(=O)NCCc1c[nH]c2ccc(Cl)cc12

entry no.,9,10,11,12,13,14,15,16
Cycloheximide cs,36*,11,14,.,-1,54*,-3,0
Giardia FBPA inh,-1%,.,4%,2%,1%,5%,1%,12%
Pf growth 96h,32%[activator],20%,28%,-2%,?,.,1%,?
Pf growth 48h,75%[activator],-5%,?,31%[activator],69%[activator],50%[activator],3%,?
Sm TGR block,?,0%,1%,-3%,9%,3%,0%,-9%
Shiga inhibitor,74*,-18,3,.,-2,86*,6,7

17. CC(C)NC(=O)CCCc1cn(C)c2ccccc12
18. Cc1ccc(S(=O)(=O)N2[C@@H](c3cccc(Cl)c3)C(C(=O)O)=CC[C@H]2c2ccc(C(C)C)cc2)cc1
19. COc1ccc(Cc2nc3ccccc3n2CC(=O)N/N=C/c2ccccc2)cc1OC
20. COc1ccccc1OCC(=O)NNC(=S)NC(=O)c1ccco1
21. ClCc1cc2ccccc2nc1Cl
22. Cc1nc(CS(=O)(=O)c2ccccn2)sc1C(=O)NNC(=O)c1c(F)cccc1Cl
23. O=C1C2C(c3cccc(/C=C/c4ccccc4)c3)CC=CC2C(c2ccc3ccccc3c2)N1Cc1ccccc1 (configuration not stated)
24. COc1ccc(NC(=S)Nc2cccc(C(F)(F)F)c2)c(C)c1

entry no.,17,18,19,20,21,22,23,24
Cycloheximide cs,-3,.,-2,1,-2,-2,6&-2,-2
Giardia FBPA inh,2%,.,-18%,?,-8%,-2%,1%&1%,-1%
Pf growth 96h,-37%,57%[activator],-16%,.,7%,9%,?,185%[activator]
Pf growth 48h,-9%,-25%,13%,?,?,8%,?,-31%[5.75 µM]
Sm TGR block,8%,-15%,-10%,-32%,32µM*,1%,-5%,-2%
Shiga inhibitor,1,.,-1,-5,9,-12,-2&-5,47

25. CCCn1nc(C(=O)OCC(=O)c2c(N)n(C)c(=O)n(C)c2=O)c2ccccc2c1=O
26. Cc1cc(N2CCCN(C)CC2)nc2cc(Cl)ccc12
27. CC(C)/C=C/CN1CCC(Oc2ccc(C(=O)N3CCCC3)cc2)CC1
28. Cc1nc2ccc(S(=O)(=O)NC(C(=O)N3CCCCCC3)C(C)C)cc2s1 (configuration not stated)
29. CCNC(=S)NS(=O)(=O)c1ccc(Cl)cc1
30. CCOC(=O)C1CCN(C(c2cccs2)c2sc3nc(C)nn3c2O)CC1 (configuration not stated)
31. O=C(NCc1ccc(F)cc1)c1cnn2ccccc12
32. CC(=O)N1c2c(cc(Br)cc2S(=O)(=O)NCc2ccc(C)cc2)CC1C (configuration not stated)

entry no.,25,26,27,28,29,30,31,32
Cycloheximide cs,0,-3,-3,-3,-2,1,30*,-5
Giardia FBPA inh,6%,2%,.,4%,7.1µM*,0%,0%,-4%
Pf growth 96h,?,?,-1%,-2%,43%[activator],-1%,297%[activator],49%[activator]
Pf growth 48h,12%,.,-11%,.,11%,-7%,.,-17%
Sm TGR block,-1%,-27%[11.4 µM],-8%,-3%,-17%,-7%,-2%,6%
Shiga inhibitor,-5,-4,-30,-6,-7,-9,68,2

33. C=CCNC(=O)C1CC(=O)N(c2ccc(OCC(=O)Nc3cccc(OC)c3)cc2)C1 (configuration not stated)
34. O=C(Nc1ccc2c3c(cccc13)CC2)c1ccco1
35. O=C(CF)NC(NC(=S)Nc1cccc([N+](=O)[O-])c1)C(Cl)(Cl)Cl (configuration not stated)
36. O=C1C2C3C=CC(C2C(=O)N1C1CCCCC1)C1C(=O)N(C2CCCCC2)C(=O)C31 (configuration not stated)
37. Cc1ccc(S(N)(=O)=O)c(C)c1-n1cnnn1
38. CC12CCC(C(=O)Nc3ccccc3Cl)([C@H](Br)C1=O)C2(C)C (some centres not stated)
39. Cc1ccc(NC(=O)c2ocnc2C)cc1Cl
40. Cc1ccccc1NC(=O)CN1C(=O)CSc2ccccc21

entry no.,33,34,35,36,37,38,39,40
Cycloheximide cs,12,19*,-5,-2,0,0,52*,2
Giardia FBPA inh,3%,-14%,-4%,4%,-7%,0%,-1%,0%
Pf growth 96h,.,.,29%,.,25%,3%,?,-2%
Pf growth 48h,34%[activator],49%[activator],-28%,6%,0%,-19%,144%[activator],12%
Sm TGR block,0%,-23%,?,-8%,11%,-7%,12%,7%
Shiga inhibitor,35,53,-4,-3,-10,-10,70*,-6

41. CCN(CCCn1c(=S)[nH]c2ccc(N3CCOCC3)cc2c1=O)c1ccccc1
42. CC(OC(=O)c1ccc(OCC2CCCO2)cc1)C(=O)N(C)Cc1ccccc1 (configuration not stated)
43. COc1ccc(-c2nc(=S)[nH][nH]2)cc1OC
44. Oc1cccc(C2c3[nH]c4ccccc4c3CCN2Cc2cnn(-c3ccccc3)c2)c1 (configuration not stated)
45. CCN(CC)S(=O)(=O)c1ccc2[nH]cc(C(=O)NCCN3CCCCCC3)c(=O)c2c1
46. COc1cc(C(=S)N2CCOCC2)ccc1OC(=O)c1cc([N+](=O)[O-])cc([N+](=O)[O-])c1
47. CC1CCCN(C(=O)c2ccc(Br)c(S(=O)(=O)N3CCOCC3)c2)C1 (configuration not stated)
48. CCc1cc2c(SCC(=O)NCC3CCCO3)ncnc2s1 (configuration not stated)

entry no.,41,42,43,44,45,46,47,48
Cycloheximide cs,-6,.,-2,-3,0,-8,.,.
Giardia FBPA inh,-6%,.,-19%,-7%,-7%,-6%,.,.
Pf growth 96h,223%[activator],4.7µM*,14%,3%,209%[activator],?,?,13%
Pf growth 48h,?,3.3µM*,9%,?,1.9µM*,12%,-11%,20%
Sm TGR block,-1%,-3%,-15%,0%[57.1 µM],-15%,-6%,2%,-4%
Shiga inhibitor,7,.,16,20,3,-11,.,.

49. COc1cc(C(=O)N/C(=C\c2cn(S(=O)(=O)N(C)C)c3ccccc23)C(=O)NCCCO)cc(OC)c1OC
50. CCN(CC)S(=O)(=O)c1cc(NC(=O)C(C)N2CC=C(c3ccccc3)CC2)ccc1C (configuration not stated)
51. CC(NC(=O)c1ccc2c(c1)OCO2)c1cccc(C(F)(F)F)c1 (configuration not stated)
52. COc1ccc(-c2noc(Cc3ccccc3OC)n2)cc1
53. OCCC1CN(Cc2ccc(F)cc2)CCN1CCCc1ccccc1 (configuration not stated)
54. Cc1nc2ccccc2c(=O)n1Nc1cccc(Cl)c1
55. CCOC(=O)C1=NNC2(c3ccc(Cl)cc3)C(=O)N(c3ccc(C)cc3)C(=O)C12 (configuration not stated)
56. O=C(NCCc1ccccc1)C1CCCN1S(=O)(=O)c1ccccc1 (configuration not stated)

entry no.,49,50,51,52,53,54,55,56
Cycloheximide cs,7,4,.,23,2,-5,-3,8
Giardia FBPA inh,0%,-7%,.,1%,1%,2%,-6%,6%
Pf growth 96h,8.3µM*,?,?,13µM*,?,5.9µM*,25%,-4%
Pf growth 48h,?,?,?,13%,-10%,2.9µM*,-1%,13%
Sm TGR block,1%,-15%,-1%,0%,-14%,0%,-8%,-3%
Shiga inhibitor,-21,-7,.,44,-5,20,-8,22*

# Compound profiles, from the list above:
# Results for C=CCNC(=O)C1CC(=O)N(c2ccc(OCC(=O)Nc3cccc(OC)c3)cc2)C1 (configuration not stated) → Cycloheximide cs = 12; Giardia FBPA inh = 3%; Pf growth 96h = .; Pf growth 48h = 34%[activator]; Sm TGR block = 0%; Shiga inhibitor = 35
# Results for CCOC(=O)c1sc(=NC(=O)c2cccc(Br)c2)n(C)c1C → Cycloheximide cs = 20*; Giardia FBPA inh = .; Pf growth 96h = 90%[activator]; Pf growth 48h = 109%[activator]; Sm TGR block = 2%; Shiga inhibitor = 18

# Later entries:
57. COc1cc(CN2CCN(Cc3ccc([N+](=O)[O-])cc3)CC2)c([N+](=O)[O-])cc1OC
58. COc1cccc(/C=C2/Sc3ccc(C(=O)NCCCN4CCCC4)cc3NC2=O)c1
59. O=C(CSC1=NC(=O)C(Cc2ccccc2)C(=O)N1)Nc1ncc(Br)cc1Br (configuration not stated)
60. COCCNC(=S)N=Nc1c(O)[nH]c2c(C)cc(C)cc12
61. Cc1ccc2c(c1)NC(=O)C(CC(=O)NC1CCCCC1C)O2 (configuration not stated)
62. Cc1ccc(O)c(NC(=O)c2ccc3c(c2)C(=O)N(Cc2ccco2)C3=O)c1
63. Cc1c(CC(=O)N[C@@H](C)C(=O)O)c(=O)oc2cc3c(cc12)CCC(C)(C)O3
64. O=c1oc(Cl)c(Cl)c2ccccc12

entry no.,57,58,59,60,61,62,63,64
Cycloheximide cs,-2,9,-3,7,-5,15,-1,.
Giardia FBPA inh,13µM*,-26%,26%,-3%,0%,.,-3%,-3%
Pf growth 96h,4%,3%,-17%,?,84%[activator],16%,36%[activator],30%[activator]
Pf growth 48h,?,?,?,2%,0%,1%,34%[activator],?
Sm TGR block,6%,0%,-3%,7%,-14%,0%,0%,3.2µM*
Shiga inhibitor,-7,-2,-18,-5,-13,-12,-6,.

65. Cc1ccc(-n2c(-c3cnccn3)n[nH]c2=S)c(Br)c1
66. O=c1[nH]nc(SCc2nnc(-c3ccc([N+](=O)[O-])cc3)o2)n1C1CCCCC1
67. Cc1ccc(-n2c(SCC(=O)O)nc3c(sc(=S)n3-c3ccc(C)c(C)c3)c2=O)cc1
68. CN(C)CCNCCCOc1ccccc1-c1ccccc1

entry no.,65,66,67,68
Cycloheximide cs,8,1,-1,-2
Giardia FBPA inh,-18%,-10%,-11%,?
Pf growth 96h,-25%,-4%,-25%,47%[activator]
Pf growth 48h,1%,-16%,-9%,2.6µM*
Sm TGR block,12%,91%[activator],8%,.
Shiga inhibitor,-4,3,-10,-4
